# DAGLB inhibitor: DAGLB lipase inhibitors, primary screen, biochemical, fluorescence, HTS | actives 0.059% (n = 340,000) | Diacylglycerol lipase-beta (Homo sapiens), Q8NCG7 | inhibition, % at 5.17 µM | HEK293T DAGLB membrane lysate, EnzChek fluorogenic substrate; in the data active means inhibition above about 34%;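 further: 0% = enzyme with vehicle and 100% = wells lacking enzyme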
# Target sequence (Q8NCG7 whole entry, looked up): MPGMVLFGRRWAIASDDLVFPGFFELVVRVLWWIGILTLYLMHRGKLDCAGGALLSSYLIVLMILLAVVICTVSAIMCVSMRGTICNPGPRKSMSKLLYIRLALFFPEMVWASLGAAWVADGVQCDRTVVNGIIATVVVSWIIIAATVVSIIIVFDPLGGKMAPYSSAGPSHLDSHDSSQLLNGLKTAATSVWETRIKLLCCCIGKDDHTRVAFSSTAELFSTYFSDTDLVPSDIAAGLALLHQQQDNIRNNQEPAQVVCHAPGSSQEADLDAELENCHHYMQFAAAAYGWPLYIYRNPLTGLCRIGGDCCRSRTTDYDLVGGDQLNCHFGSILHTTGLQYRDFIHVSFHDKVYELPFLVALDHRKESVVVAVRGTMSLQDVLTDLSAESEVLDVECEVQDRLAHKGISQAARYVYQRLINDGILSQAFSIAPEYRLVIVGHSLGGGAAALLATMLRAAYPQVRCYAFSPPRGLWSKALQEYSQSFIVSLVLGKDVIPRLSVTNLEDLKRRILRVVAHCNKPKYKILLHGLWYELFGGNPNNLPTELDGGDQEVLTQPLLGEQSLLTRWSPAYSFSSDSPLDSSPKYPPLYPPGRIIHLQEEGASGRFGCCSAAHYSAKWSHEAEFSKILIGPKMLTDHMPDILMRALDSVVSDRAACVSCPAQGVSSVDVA
# V-ATPase pH: regulators of yeast V-ATPase proton pumping, primary screen, pHLuorin cytosolic pH fluorescence | S. cerevisiae | response, % at 10 µM | actives 0.37% (n = 350,000); in the data active means response mostly above about 7.3%, no sharp cut-off; inactive means mostly below about 5.4%; further: actives read high; inactives centre near 0; some compounds called inactive have numbers as strong as hits; reference of the scale not given here
# MOR-DOR inv ag: inverse agonists of MOR-DOR heterodimerization, primary screen, cell-based, luminescence; inhibition, % at 9.3 µM; cell-based MOR-DOR heterodimer luminescence, inverse agonism; actives 0.21% (n = 340,000); in the data active means inhibition above about 22%, passing the limit was not always enough;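 further: 0% = cells with DMSO and 100% = wells without cells with DMSO; values of inactives mirror those of a sister screen read the other way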
# PKA-R2B activ: activators of PKA-R2B holoenzyme, primary screen, biochemical, fluorescence polarization, Cy5-IP20, human; AID 504700, 2011; activation, % at 11.4 µM; cAMP-dependent protein kinase catalytic subunit beta (Homo sapiens) + cAMP-dependent …; PKA-R2B holoenzyme dissociation; R2B truncated from residue 108, S112A mutant; 0% DMSO only, 100% 113 µM cGMP; actives 0.079% (n = 340,000);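 active means activation above a cutoff set at the mean over all compounds plus 3 SD, cut at about 18% in these data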;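 further: higher means more holoenzyme dissociation and a rise in polarization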
# HTR5A ag: HTR5A agonists in luminescence cell assay, primary screen, counter-screen for OPRM1-OPRD1 heterodimer agonist project, full-deck HTS. activation, % at 9.3 µM. cell-based. AID 504692, 2011. actives 0.61% (n = 340,000); in the data active means activation mostly above about 9.5%, no sharp cut-off; inactive means mostly below about 7.6%;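 further: 0% = cells with vehicle only and 100% = reference agonist; strong numbers were not always called active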
# Target sequence (P47898 whole entry, looked up): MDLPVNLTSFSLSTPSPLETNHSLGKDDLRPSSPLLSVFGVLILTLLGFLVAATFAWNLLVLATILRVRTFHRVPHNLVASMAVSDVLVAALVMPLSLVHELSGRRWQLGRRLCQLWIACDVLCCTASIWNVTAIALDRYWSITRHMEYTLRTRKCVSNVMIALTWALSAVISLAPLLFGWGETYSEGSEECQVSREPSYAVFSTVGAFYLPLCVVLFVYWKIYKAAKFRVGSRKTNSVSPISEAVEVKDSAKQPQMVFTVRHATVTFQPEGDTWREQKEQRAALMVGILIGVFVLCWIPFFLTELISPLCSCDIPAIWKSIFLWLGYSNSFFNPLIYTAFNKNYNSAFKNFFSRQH
# Pemphigus Ab inh: inhibitors of pemphigus antibody binding to DSG3, primary screen, biochemical, bead-based, flow cytometry, scFv-GFP. Desmoglein-3 (Homo sapiens), P32926. DSG3-coupled beads, scFv-anti-DSG3-GFP binding; stronger effect = lower value. binding (percent of control), % at 10 µM. actives 0.48% (n = 310,000). AID 588358, 2011;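 active means binding more than 3 SD below its plate's average and above zero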;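 further: hits lower antibody fragment binding to DSG3; some compounds called inactive have numbers as strong as hits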
# HTR5A inv ag: HTR5A inverse agonists in luminescence cell assay, primary screen, counter-screen for OPRM1-OPRD1 heterodimer inverse agonist project, full-deck HTS; HTR5A cell line, inverse agonism; inhibition, % at 9.3 µM; actives 0.083% (n = 340,000); 5-hydroxytryptamine receptor 5A (Homo sapiens), P47898; AID 504634, 2011; in the data active means inhibition mostly above about 23%, no sharp cut-off; inactive means mostly below about 18%;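 further: 0% = cells with DMSO and 100% = no-cell wells with DMSO; some compounds called inactive have numbers as strong as hits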
# Arrestin-AP2 inh: inhibitors of beta-arrestin/AP2 binding, primary screen, biochemical, GPCR trafficking, flow cytometry. beta-arrestin 1 C-terminal peptide binding to AP2 beta2-adaptin appendage (human). FITC-arrestin peptide / GST-AP2 beads; AP2 beta2 appendage carries R879A mutation. inhibition, % at 10 µM. actives 0.31% (n = 340,000);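 active means inhibition above a set limit, near 3 SD of compounds lacking own fluorescence, cut at about 54% in these data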;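 further: plate controls were DMSO wells for no effect and 5 µM unlabelled arrestin peptide for full effect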
#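 Test system: GST-tagged AP2 beta2-adaptin appendage (R879A) on 4 µm glutathione beads; also added: fluorescein-tagged arrestin peptide at 50 nM final; timing: 12 min plus 1 h, RT; signal: flow cytometry, FL1 (488/535 nm); read-out: percent drop in bead-associated FITC signal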
# PKA-R1A activ: activators of PKA-R1A holoenzyme, primary screen, biochemical, fluorescence polarization, Cy5-IP20, bovine R1A, mouse PKAc. activation, % at 11.4 µM. PKA-R1A dissociation; scaled: DMSO 0%, 113 µM cGMP 100%. actives 0.083% (n = 340,000);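 active means percent activation above the mean of all tested compounds plus 3 SD, cut at about 19% in these data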;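 further: higher means more PKAc released from R1A so a rise in polarization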
# OPRM1-OPRD1 ag: agonists of OPRM1-OPRD1 heterodimerization, primary screen, cell-based, luminescence | activation, % at 9.3 µM | Mu-type opioid receptor (Homo sapiens) + Delta-type opioid receptor (Homo sapiens), … | actives 0.3% (n = 340,000) | cells; in the data active means activation above about 18%;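 further: 0% = vehicle-treated cells and 100% = reference agonist; values of inactives mirror those of a sister screen read the other way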
# Active calls of the source: *; nt = not tested or not shown.
SMILES,DAGLB inhibitor,V-ATPase pH,MOR-DOR inv ag,PKA-R2B activ,HTR5A ag,Pemphigus Ab inh,HTR5A inv ag,Arrestin-AP2 inh,PKA-R1A activ,OPRM1-OPRD1 ag
CC(C)Cc1ccc(C(C)C(=N)N)cc1 (configuration not stated),-1,1,8,12,-2,nt,6,16,2,-1.6
COc1cc(C2=NOC(C(=O)N3CCN(c4ccc(F)cc4)CC3)C2)cc(OC)c1OC (configuration not stated),3,-8,-17,-4,1,102,-40,3,9,3.1
CC(=O)Nc1nnc(CSCc2ccc(F)cc2)s1,-2,-3,-1,-6,0,106,-16,-1,5,0.1
C/C(=N\N=C1\NC(=O)C(CC(=O)NCc2ccccc2)S1)C(C)C (configuration not stated),0,0,6,-10,-3,101,7,3,11,-1.3
CC(C)c1nc2sc3c(=O)n(N)cnc3c2c2c1COC(C)(C)C2,-2,2,-2,6,9,101,-31,7,-7,0.3
CCOC(=O)c1c(N)sc(C(=O)N(C)C)c1CN1CCOCC1,0,2,7,1,5,109,-3,-3,4,-1.4
CC(=O)OCC1OC(OC(C)=O)C(NC(=O)Cc2ccccc2)C(OC(C)=O)C1OC(C)=O (configuration not stated),0,1,5,-9,0,102,14,-12,1,-0.9
Cc1cc(=O)n2nc(N3CCCC3C(=O)NCCCN3CC(C)CC(C)C3)sc2n1 (configuration not stated),0,-3,13,-9,-2,105,5,7,4,-2.4
Cc1ccc(-c2ccc(OCC(=O)N3CCOCC3)cc2)cc1,-4,-4,1,-3,5,98,-16,-1,-8,-0.2
O=C(Nc1ccc(S(=O)(=O)Nc2nccs2)cc1)c1cccc(F)c1,4,-4,6,3,1,105,-2,-1,-10,-1.2
CCN(CC)CCCNC(=O)Cc1c(C(=O)O)n(C)c2ccccc12,-1,0,8,-5,-2,106,-28,3,-8,-1.4
CCn1c(=NC(=O)c2ccc(N3C(=O)CCC3=O)cc2)sc2c(OC)ccc(OC)c21,2,-2,0,3,6,94,19,21,4,0.1
COc1ccc(NC(=O)C2CCN(S(=O)(=O)c3ccc4c(c3)CC(C)N4C(C)=O)CC2)cc1OC (configuration not stated),0,1,12,0,-4,104,-3,-3,-5,-2.4
COC(=O)Nc1ccc(S(=O)(=O)N2CCC(C(=O)N3CCCCC3C)CC2)cc1 (configuration not stated),2,2,1,-2,2,112,-6,-9,-7,-0.2
C[n+]1ccccc1/C=C1\Sc2ccccc2N1CCO,0,0,5,9,0,105,1,18,9,-1.0
CSc1ccccc1OCc1cc(C(=O)N(C)Cc2nonc2C)no1,-2,4,3,-6,3,93,4,-11,5,-0.6
CCOC(=O)c1nc(Nc2ccc(OC)cc2)c2ccccc2n1,0,0,13,1,-4,104,14,3,-5,-2.8
Cc1cc(OC(=O)c2cc(Br)ccc2Cl)c([N+](=O)[O-])c(=O)[nH]1,-1,-6,15,8,7,96,-21,4,-11,-2.5
CCOC(=O)N1CCN(S(=O)(=O)c2ccc(F)c(C(=O)Nc3ccc(C)c(Cl)c3)c2)CC1,-1,-2,6,-8,4,104,-10,-3,1,-1.0
COc1ccc(NC(=S)N2CCC(NC(=O)C3CCCCC3)CC2)cc1,-2,-2,-18,3,-1,116,-39,1,4,2.2
Cc1cc(C)c(NC(=O)CS(=O)CC(=O)Nc2ccc(F)cc2F)c(C)c1 (configuration not stated),-1,-1,3,5,3,93,-7,3,-12,-0.6
OCCC1CN(Cc2cc3c(cc2Cl)OCO3)CCN1C1CCCC1 (configuration not stated),-1,3,6,-2,-2,98,12,24,-15,-1.1
O=S(=O)(Nc1ccc(F)cc1)c1ccc(S(=O)(=O)N2CCOCC2)cc1,-1,-7,5,6,8,110,-20,-7,-4,-1.3
COc1cccc(NC(=O)CN(C)C(=O)c2ccc(Cl)c(S(=O)(=O)N3CCCCCC3)c2)c1,-6,1,-14,-7,0,95,7,3,-8,2.2
CCOC(=O)c1cnc2ccc(OCC)cc2c1N1CCN(c2ccccc2OC)CC1,-8,-2,-29,-19,2,101,-38,-3,-6,5.4
Cc1ccc(S(=O)(=O)NC(=O)Nc2cccc(S(=O)(=O)N(C)C)c2)cc1,1,2,6,-1,-1,nt,3,-6,-11,-1.5
COc1ccc(NC(=O)CN(C)C(=O)CSCc2c(C)noc2C)cc1,1,-3,8,-2,5,95,4,-10,-3,-1.2
CCN(CC)S(=O)(=O)c1ccc(N2CCN(C)CC2)c(NC(=O)c2cc(=O)c3ccccc3o2)c1,-5,2,0,-3,1,94,-8,19,3,0.0
COCCN(C(=O)CNC(=O)c1ccco1)C(C(=O)NC1CCCCC1)c1cccs1 (configuration not stated),0,6,14,-8,-2,109,6,2,-12,-2.5
CC(C)(C)OC(=O)NCCCCCc1nnc(SCc2ccccc2)o1,-8,2,-7,5,-3,103,-1,-2,10,1.5

# Reprinted at random: two compounds from above.
SMILES,DAGLB inhibitor,V-ATPase pH,MOR-DOR inv ag,PKA-R2B activ,HTR5A ag,Pemphigus Ab inh,HTR5A inv ag,Arrestin-AP2 inh,PKA-R1A activ,OPRM1-OPRD1 ag
COc1ccc(NC(=O)CN(C)C(=O)CSCc2c(C)noc2C)cc1,1,-3,8,-2,5,95,4,-10,-3,-1.2
CCN(CC)S(=O)(=O)c1ccc(N2CCN(C)CC2)c(NC(=O)c2cc(=O)c3ccccc3o2)c1,-5,2,0,-3,1,94,-8,19,3,0.0

# Later entries
SMILES,DAGLB inhibitor,V-ATPase pH,MOR-DOR inv ag,PKA-R2B activ,HTR5A ag,Pemphigus Ab inh,HTR5A inv ag,Arrestin-AP2 inh,PKA-R1A activ,OPRM1-OPRD1 ag
Cc1ccc(NC2=C(Cl)C(=O)OC2OC(=O)c2ccccc2C)cc1 (configuration not stated),2,4,-35,-2,4,99,-12,3,-10,6.2
OCCNc1nc(N2CCN(c3ccccc3)CC2)nc2ccccc12,1,6,3,4,-2,92,6,7,-3,-0.6
O=C(NCCCCc1ccccc1)C1CC(c2ccc(C(F)(F)F)cc2)=NO1 (configuration not stated),0,-4,-28,3,1,99,-8,nt,5,4.9
Cc1ccc(-n2c(C)c(C)c3c(NCCN(C)C)ncnc32)cc1,1,3,-1,-14,-5,95,19,-4,3,0.2
CNC(=O)Nc1cc(C(C)(C)C)no1,-2,2,-4,-3,8,nt,-21,10,-3,0.6
CCCC(C)NS(=O)(=O)c1ccc(OC)c(C)c1 (configuration not stated),-1,1,9,5,-4,102,-9,12,-9,-1.9
O=C(Cn1nc(Cl)nc1Cl)Nc1ccccc1,-5,0,7,-10,-3,94,13,-9,-9,-1.2
COc1cccc(C(C)NC(=O)c2c(F)cccc2Cl)c1 (configuration not stated),-2,-7,-3,0,8,126,1,10,9,0.5
Cc1ccc(Nc2nc(Oc3ccc(OCc4ccccc4)nn3)nc(N3CCOCC3)n2)cc1,0,-10,8,-2,4,nt,-14,-3,8,-1.9
COCC(=O)n1nc(NCc2ccc(OC)cc2)nc1NCc1ccc(OC)cc1,1,0,-5,-2,7,nt,-17,8,-4,1.1
CC1CCCN(S(=O)(=O)c2ccc(NC(=O)CNC3CCCC3)cc2)C1 (configuration not stated),-2,2,-13,-3,-4,nt,9,6,-4,2.4
CCOC(=O)C1CCN(C(=O)CCc2nc3sc4c(c3c(=O)[nH]2)CCCC4)CC1,5,0,-7,0,-4,101,11,3,6,1.3
O=C(CSc1nc(O)cc(=O)n1-c1ccccc1)NC1CCCCC1,4,4,8,0,-1,98,2,-3,-1,-1.7
O=C(OCc1nc2ccsc2c(=O)[nH]1)c1cc(Br)c(Br)s1,7,5,-5,-2,1,105,14,-8,-5,0.8
Cc1ccc(C2/C(=C(\O)c3ccc4c(c3)OCCO4)C(=O)C(=O)N2CC2CCCO2)cc1 (configuration not stated),0,-1,7,-4,-2,109,6,59*,-12,-1.7
c1cnc2nc(CSc3ncn[nH]3)cn2c1,0,0,6,-7,-1,105,3,-6,-5,-1.2
COC(=O)c1ccc(OCCCCN2CC(C)OC(C)C2)cc1 (configuration not stated),-2,3,-15,0,-3,125,9,-8,1,3.1
COc1ccc(/C=N/NC(=O)c2ccn[nH]2)cc1COc1ccc(Cl)cc1Cl,4,4,-44,6,26*,95,-67,-2,0,7.1
CC(OC(=O)CCc1nc2ccccc2[nH]c1=O)C(=O)c1ccccc1 (configuration not stated),0,-3,1,10,1,nt,11,6,-3,-0.1
Cc1onc(-c2ccccc2Cl)c1C(=O)N1CCN=C1SCc1cccnc1,-2,-1,15,9,0,78,-3,27,-5,-2.6
COc1cc(C(=O)OC2CCN(C)CC2)cc(OC)c1OC,1,1,7,-12,-3,100,-5,-5,6,-1.3
CCOC(=O)c1cnn(-c2nc(-c3cccc(F)c3)cs2)c1C(F)(F)F,-17,1,-12,-2,4,101,-18,-4,-1,2.7
O=C(O)CCCN1C(=O)/C(=C\c2ccco2)SC1=S,0,-2,-9,2,-5,96,-25,15,-6,1.7
COc1cc(OC)cc(C(=O)N2CCCC(c3nc(-c4ccc(C)o4)no3)C2)c1 (configuration not stated),-5,0,8,-3,6,nt,-18,22,2,-1.2
O=C1[C@H]2[C@@H](c3ccc(F)cc3)N3C(=O)N(c4ccccc4)C(=O)[C@@]3(Cc3ccccc3)[C@H]2C(=O)N1C1CCCCC1,-3,-5,10,2,2,96,-5,5,4,-1.7
CC(CC(=O)N(C)CC(=O)Nc1ccc(N2CCOCC2)cc1)c1ccccc1 (configuration not stated),1,2,2,-4,-3,98,8,22,-4,-0.3
COc1ccccc1NC(=S)N1C2CCC1CC(NC(=O)NC13CC4CC(CC(C4)C1)C3)C2 (configuration not stated),0,3,-3,-5,16*,100,-36,-9,-6,0.5
O=C1COc2ccc(S(=O)(=O)NCc3ccc(Cl)cc3)cc2N1,1,3,4,-3,-4,98,-20,-8,-6,-0.8
COc1ccc(-c2nnc(SCc3nc4ccccc4s3)n2C(C)C)cc1,4,-2,16,2,-4,107,9,4,-11,-2.9
O=c1[nH]c(CSc2ncc(C(F)(F)F)cc2Cl)nc2cc(C(F)(F)F)ccc12,0,2,-5,-8,4,101,-12,-9,-4,0.9
O=C(CSc1nc2ccccc2s1)Nc1cc(S(=O)(=O)N2CCOCC2)ccc1O,3,0,-8,-5,2,125,28,12,3,1.4

# Individual results from the entries so far:
# O=C1COc2ccc(S(=O)(=O)NCc3ccc(Cl)cc3)cc2N1 @ DAGLB inhibitor = 1
# O=c1[nH]c(CSc2ncc(C(F)(F)F)cc2Cl)nc2cc(C(F)(F)F)ccc12 @ HTR5A inv ag = -12
# COc1cc(OC)cc(C(=O)N2CCCC(c3nc(-c4ccc(C)o4)no3)C2)c1 (configuration not stated) @ DAGLB inhibitor = -5

# Screening results (PubChem BioAssay)
